High-throughput results: PubChem, National Center for Advancing Translational Sciences (NCATS)
ATXN2 expr inh = reduces ATXN2 reporter expression in HEK-293 cells | HEK-293 ATXN2-luciferase reporter, luminescence, 24 h | AID 1745845 | Potency, µM (highest dose often 57 µM), without a hit: at the highest dose activity change, negative = inhibition, most hits filed as inhibitors | actives 0.72% (n = 360,000); further: potency means the concentration at half of the fitted maximal effect; on the % scale 0 is the no-effect control and ±100 the full control effect; nearly all actives have a fitted effect of over 55% in size
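qHTS (up to 57 uM final) was run with 24 h compound exposure of reporter cells at 37 °C. Each well was multiplexed: SteadyGlo luminescence measured ATXN2-luciferase expression after a fluorogenic Gly-Phe-AFC viability readout (25 uM final).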
KB-V1 MDR tox = KB-V1 MDR subline cytotoxicity | KB-V1 MDR cells viability, CellTiter-Glo, 72 h | Potency, µM (highest dose often 46.1 µM), for the others: at the top dose activity change, negative = cytotoxicity, usual class: cytotoxic | actives 3.4% (n = 400,000) | AID 1347076; further: potency means the concentration at half of the fitted maximal effect; on the % scale 0 is the no-effect control and ±100 the full control effect; nearly all actives have a fitted effect of over 60% in size
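Cytotoxicity via CellTiter-Glo luminescence after 72 h compound exposure at 37 degrees C. Cells: drug-selected KB-V1 line, DMEM phenol-red free plus 10% FBS. Compounds tested at multiple concentrations; normalized data fitted to concentration-effect curves.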
WRN helicase inh = inhibitors of human WRN helicase. actives 0.46% (n = 360,000). Q14191. AID 651768. WRN helicase unwinding, fluorescent forked duplex, kinetic. Potency, µM (doses to about 114 µM), for the others: at the top dose activity change, negative = inhibition, hits mostly inhibitors; further: potency means the concentration at half of the fitted maximal effect; on the % scale 0 is the no-effect control and ±100 the full control effect; nearly all actives have a fitted effect of over 55% in size
Target sequence (Q14191 whole entry, looked up): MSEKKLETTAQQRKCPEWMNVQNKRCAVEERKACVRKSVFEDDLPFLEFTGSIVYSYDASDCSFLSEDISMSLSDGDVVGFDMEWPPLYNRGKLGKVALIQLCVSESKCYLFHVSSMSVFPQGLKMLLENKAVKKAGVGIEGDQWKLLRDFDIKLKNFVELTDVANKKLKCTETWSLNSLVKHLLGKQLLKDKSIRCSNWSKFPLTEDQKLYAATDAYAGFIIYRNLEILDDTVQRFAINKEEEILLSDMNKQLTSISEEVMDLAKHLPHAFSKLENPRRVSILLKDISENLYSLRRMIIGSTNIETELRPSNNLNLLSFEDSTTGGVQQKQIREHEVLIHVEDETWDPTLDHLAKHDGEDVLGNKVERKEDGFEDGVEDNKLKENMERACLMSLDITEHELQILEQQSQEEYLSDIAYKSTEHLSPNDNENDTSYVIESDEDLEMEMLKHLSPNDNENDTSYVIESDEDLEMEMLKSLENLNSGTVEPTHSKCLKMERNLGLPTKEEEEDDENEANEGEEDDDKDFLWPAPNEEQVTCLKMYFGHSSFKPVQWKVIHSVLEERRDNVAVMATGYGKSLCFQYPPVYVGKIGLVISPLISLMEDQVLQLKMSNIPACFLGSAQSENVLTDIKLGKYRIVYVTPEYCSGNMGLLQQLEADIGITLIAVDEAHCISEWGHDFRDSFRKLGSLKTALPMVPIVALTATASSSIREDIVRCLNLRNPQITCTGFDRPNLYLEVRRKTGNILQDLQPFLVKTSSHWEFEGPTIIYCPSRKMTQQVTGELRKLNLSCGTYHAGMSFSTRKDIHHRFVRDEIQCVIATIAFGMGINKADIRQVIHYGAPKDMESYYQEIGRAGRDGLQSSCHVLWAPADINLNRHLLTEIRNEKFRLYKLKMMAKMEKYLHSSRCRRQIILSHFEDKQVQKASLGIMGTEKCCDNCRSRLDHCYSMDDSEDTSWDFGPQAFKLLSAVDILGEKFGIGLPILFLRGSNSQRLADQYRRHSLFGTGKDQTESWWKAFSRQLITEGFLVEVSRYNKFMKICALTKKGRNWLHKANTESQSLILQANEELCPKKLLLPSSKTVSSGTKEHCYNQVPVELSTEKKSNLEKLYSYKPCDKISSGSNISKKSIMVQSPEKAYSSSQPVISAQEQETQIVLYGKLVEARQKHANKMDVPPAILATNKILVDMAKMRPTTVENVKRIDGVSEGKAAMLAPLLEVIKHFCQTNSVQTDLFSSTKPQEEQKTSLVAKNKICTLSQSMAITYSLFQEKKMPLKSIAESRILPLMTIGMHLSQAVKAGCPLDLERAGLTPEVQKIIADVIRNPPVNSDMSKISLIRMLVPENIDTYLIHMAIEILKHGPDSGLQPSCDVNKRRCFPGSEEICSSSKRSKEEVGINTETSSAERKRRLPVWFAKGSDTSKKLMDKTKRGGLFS
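WRN at 20 nM final was preincubated with compound for 15 min at room temperature; reaction started with 100 nM forked duplex oligonucleotide carrying fluorophore and quencher plus 2 mM ATP (final). Unwinding followed kinetically by red fluorescence (ex 525/em 598 nm).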
MCF10A rerep = DNA re-replication induction in MCF 10a cells; actives 2.9% (n = 350,000); Potency, µM (top dose mostly 46.1 µM), without a hit: at the top dose activity, positive = re-replication, most hits filed as activators; MCF 10A DNA re-replication, Hoechst nuclear intensity, 48 h; AID 624296; further: potency means the concentration at half of the fitted maximal effect; % of control where 0% means no effect; nearly all actives have a fitted effect of over 50% in size
SW480 rereplic = DNA re-replication induction in SW480 cells | SW480 DNA re-replication, Hoechst DNA content imaging, 48 h | actives 1.8% (n = 340,000) | Potency, µM (doses to about 46.1 µM), for the others: at the highest dose re-replication activation, most hits filed as activators | AID 624297; further: potency means the concentration at half of the fitted maximal effect; % of control where 0% means no effect; nearly all actives have a fitted effect of over 55% in size
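Compounds, transferred as 23 nL by pin tool, were incubated with cells for 48 hr; DNA content per nucleus was then quantified by Hoechst staining and fluorescence plate imaging.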
HT1080 IDH1KD tx = HT-1080 IDH1 knockdown cell toxicity (counter line); HT-1080 IDH1 knockdown viability, ATP luminescence, 48 h; Potency, µM (doses to about 46.1 µM), inactives show at the highest dose activity, negative = toxicity, usual class: cytotoxic; actives 2% (n = 360,000); AID 686971;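 further: potency means the concentration at half of the fitted maximal effect; 0% = DMSO wells and -100% = cell-free medium wells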
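CellTiter-Glo luminescence after 48 h compound exposure at 37 degrees C of IDH1-knockdown HT-1080 cells in 5% FBS RPMI. %Activity scaled between DMSO wells and cell-free media wells, with curves fitted and assigned curve classes.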
IL-1B inflam inh = inflammasome signaling inhibition, IL-1 beta readout | activity change, % at 57.5 µM | THP-1 LPS/ATP IL-1B secretion, AlphaLISA, 16 h; hits give low values | actives 4.7% (n = 360,000) | AID 743279; in the data active means activity change below about -50%; inconclusive means mostly about -30% to -49%; further: on the % scale 0 is the no-effect control and ±100 the full control effect
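Secreted IL-1B measured by AlphaLISA bead assay after 16 h compound exposure of THP-1 cells; compounds (final up to 57.5 uM) added 1 h before LPS (250 ng/mL) and ATP (1.25 mM) stimulation; lower signal means less secretion.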
HT1080-NT tox = kills 2HG-producing HT-1080-NT fibrosarcoma cells; HT-1080-NT fibrosarcoma viability, CellTiter-Glo ATP luminescence, 48 h; actives 1.6% (n = 360,000); Potency, µM (doses to about 46.1 µM), inactives show at the highest dose activity, negative = less viability, usual class: cytotoxic;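 further: NT is the 2HG producing partner of a matched IDH1 knockdown line; potency means the concentration at half of the fitted maximal effect; 0% = DMSO-treated cells and -100% = media-only wells without cells; nearly all actives have a fitted effect of over 55% in size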
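Fibrosarcoma NT cells, 750 per well in 5% FBS RPMI, were exposed to compound for 48 hours. Viability: CellTiter-Glo luminescence.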
KB-3-1 tox = kills parental KB-3-1 adenocarcinoma cells | KB-3-1 viability, CellTiter-Glo ATP luminescence, 72 h | Potency, µM (highest dose often 46.1 µM), inactives show top-dose activity change, negative = cytotoxic, most hits filed as cytotoxic | actives 1.4% (n = 400,000); further: potency means the concentration at half of the fitted maximal effect; on the % scale 0 is the no-effect control and ±100 the full control effect; nearly all actives have a fitted effect of over 60% in size
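KB-3-1 cells, DMEM (no phenol red) + 10% FBS; compound by pin transfer, 72 h, 37 °C. Readout: CellTiter-Glo luminescence after 10 min. Data normalized, curve-fitted.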
An asterisk follows results filed as active; ? = inconclusive; · = no result given; [ ] = dose if it differs, or a comment. Unless noted, the call rests on the fitted dose curve; in most records, active means well fitted curve in the direction sought with a large enough effect; inconclusive means small, poorly fitted or top-dose-only effect, or another doubt; inactive means no such curve, though single readings can be large; an effect the other way counts as inactive or inconclusive.

SMILES	ATXN2 expr inh	KB-V1 MDR tox	WRN helicase inh	MCF10A rerep	SW480 rereplic	HT1080 IDH1KD tx	IL-1B inflam inh	HT1080-NT tox	KB-3-1 tox
Cc1ccc2nc(NC(=O)c3ccc(NS(=O)(=O)c4cccs4)cc3)sc2c1	17%	?	-24%	23%	-1%	-1%	7	-4%	12%
Cn1c(N)c(C(=O)COC(=O)CCCN2C(=O)c3ccccc3C2=O)c(=O)n(C)c1=O	-8%	11%	-5%	-1%	-2%	5%	44	14%	17%
Cc1ccc(N(Cc2cc3ccc(C)cc3[nH]c2=O)S(C)(=O)=O)c(C)c1	4%	?	3%	4%	-9%	-3%	-18	-4%	-1%
CC1(C)Oc2ccccc2OC1(O)c1ccc2ccccc2n1 (stereo unspecified)	2%	0%	-35%	?	?	-11%	5	-12%	-8%
COc1cc2cc(C(=O)N3CCN(Cc4ccc5c(c4)OCO5)CC3)[nH]c2cc1OC	·	-28%	3%	?	31%	0%	-9	0%	?
COc1ccc(CNC(=O)CCc2ccc(S(=O)(=O)N3CCCCCC3)cc2)cc1OC	6%	?	-8%	4%	-2%	2%	5	4%	8%
CC(C)[C@H](NC(=O)Nc1ccccc1F)C(=O)O	-13%	5%	1%	-3%	-6%[9.22 µM]	5%	-16	8%	5%
Cc1ccc(S(=O)(=O)N2CCC(C(=O)NCCCN3CCOCC3)CC2)cc1C	29%	11%	-5%	27%	-15%	2%	14	9%	0%
Cc1cccc(OCCCn2c(=O)oc3ccccc32)c1	20%	-6%	-4%	0%	3%	17%	-20	16%	-2%
CCCCCNC(=O)C(c1ccc(OC)cc1)n1c(=O)c(-c2ccco2)nc2ccccc21 (stereo unspecified)	·	18µM*	-6%	·	·	15µM*	0	26µM*	?
CC(C)[C@@H]1NC(=O)c2cc([N+](=O)[O-])cc(I)c2NCCC[C@@H](C(N)=O)NC(=O)[C@H](CO)NC1=O	12%	7%	3%	-5%	-14%	5%	0	3%	25%
Cn1c(=O)c2cc(NC(=O)NCCc3ccccc3)ccc2n1Cc1ccc(F)cc1	-6%	-3%	-1%	·	·	-22%	11	-12%	-1%
Cc1cc(Br)ccc1NC(=O)CNC(=O)c1cnn(C)c1	·	9%	-3%	-7%	-6%	-6%	0	9%	4%
O=C(NCCc1ccc(Cl)cc1)C1CCN(C(=O)c2sccc2-n2cccc2)CC1	0%	-21%	-3%	?	0%	-17%	-23	-9%	?
CC(CNc1nc2ccccc2n2cnnc12)c1ccccc1 (stereo unspecified)	·	-12%	-9%	?	-22%	0%	19	0%	0%
O=C(Oc1ccc(-c2ccccc2)cc1)N1CCOCC1	22%	?	4%	-1%	-2%	11%	-13	2%	-5%
CCOC(=O)C1=CN(Cc2cccc(Br)c2)S(=O)(=O)NC1C (stereo unspecified)	12%	0%	-7%	?	-39%[inhibitor]	3%	14	2%	0%
CCN(CC)C(=O)CN(c1cccc(OC)c1)S(=O)(=O)c1ccc(C)cc1	2%	-18%	-1%	2%	3%	-1%	-22	-3%	0%
O=[N+]([O-])c1ccc(CN2CCSCC2)cc1	-21%	1%	-18%	?	3%	7%	-15	17%	12%
COc1ccc(N=Nc2ccc(N)nc2N)cc1	49%[activator]	?	-12%	1%	-4%	18%	-17	?	-7%
Cc1ccc(C(=O)NCCCn2ccnc2)cc1C	-3%	17%	10%	2%	-22%	3%	34	0%	3%
Cc1cc(Oc2ccc(C(C)(C)C)cc2)nc(N2CCOCC2)n1	8%	-5%	-15%	?	-1%	?	42	-22%	0%
CC(C)(C)NC(=O)COC(=O)CCC(=O)c1cccs1	-17%	-38%	-30%	-7%	-9%	22%	4	19%	0%
CC(=O)c1cccc(NC(=O)COC(=O)[C@@H](NC(=O)OCc2ccccc2)C(C)C)c1	14%	0%	-12%	3%	0%	12%	30	5%	5%
OCCC1CN(Cc2ccc(F)cc2Cl)CCN1CCc1ccccc1 (stereo unspecified)	-22%	-18%	5%	?	-5%	-23%	?	-10%	-7%
CCCc1nc2cc(Cl)c([N+](=O)[O-])cc2o1	10%	?	-3%[57.1 µM]	-23%	1%[1.84 µM]	18%	-10	21%	24%
Cc1nc(SCC#N)c2c3c(sc2n1)CCC3	-11%	-3%	-15%	0%	-4%	3%	-3	11%	4%
C=CCNC(=O)C(C)Sc1ccc(Cl)cc1 (stereo unspecified)	-6%	4%	6%	1%	1%	-3%	4	-4%	15%
COc1ccc(C)cc1N(CC(=O)NCCN1CCOCC1)S(=O)(=O)c1ccccc1	6%	-21%	-2%	0%	-2%	-7%	-4	-4%	-6%
COc1ccc(N(C)S(=O)(=O)c2cccc(C(=O)N3CCN(Cc4ccc5c(c4)OCO5)CC3)c2)cc1	-22%	?	-1%	?	2%	-20%	-68*	-1%	-20%
CCOc1ccccc1OCCCC(=O)N1CCN(S(=O)(=O)c2ccc(C)cc2C)CC1	-33%	1%	-7%	11%	0%	-25%	0	-6%	-12%
N/C(=N\OC(=O)CCC1CCCC1)c1ccccn1	23%	0%	-10%	0%	-3%	3%	-7	0%	-1%
O=C(CN(Cc1ccccc1)S(=O)(=O)c1ccccc1)N/N=C/c1ccc([N+](=O)[O-])cc1	-19%	2.1µM*	-27%	1%	?	-30%	?	-27%	3%
CC1(C)C(=O)Nc2ccccc2N1C(=O)COC(=O)c1cccnc1	3%	-39%	-3%[11.6 µM]	14%	17%	1%	-14	-7%[9.24 µM]	-5%
CN(C)C(CNC(=O)Nc1cccc(Cl)c1)c1cccnc1 (stereo unspecified)	8%	11%	-2%	7%	2%	-6%	-9	7%	8%
O=C(CSc1nc(C2CCCCC2)n(-c2ccccc2)n1)NCCN1C(=O)CSC1=O	-5%	-4%	2%[57.1 µM]	2%	-9%	-3%	5	3%	19%
CCC(C)n1nnc2c(=O)oc3ccccc3c21 (stereo unspecified)	2%	15%	-2%	-5%	-1%	-29%	-17	4%	-12%
O=Cc1cn(CC(=O)N2CCCc3ccccc32)c2ccccc12	?	?	?	0%	-52%[inhibitor]	-16%	19	-9%	?
O=C(CCNS(=O)(=O)c1ccc(Br)s1)Nc1ccc(Cl)cc1	-32%	0%	-13%	19%	15%	?	?	?	6%
CC(C)(C)NC(=O)C(c1cccs1)N(Cc1ccc(F)cc1)C(=O)c1csnn1 (stereo unspecified)	23%[11.3 µM]	4%	-2%	-6%	-1%	13%	-18	0%	-8%
Cc1ccc(C)c(N2CCN(C(=O)c3ccc(Cl)c(NC4=NC5CS(=O)(=O)CC5S4)c3)CC2)c1 (stereo unspecified)	3%	7%	-7%	17%	-20%	-12%	-18	-9%	10%
COC(=O)c1c(NC(=O)CCl)sc(C(=O)N2CCOCC2)c1C	-11%	?	-2%	?	?	18µM*	-98*	7.3µM*	?
CC1(C)Cc2cccc(OCC(=O)OCC(=O)Nc3ccc(S(N)(=O)=O)cc3)c2O1	·	14%	19%	·	·	1%	19	-1%	4%
CCOC(=O)C1=CN(C)CCC1=O	6%	23%	0%	0%	-34%[inhibitor]	9%	0	0%	2%
Cc1c(C(=O)Nc2nccs2)oc2c(Cl)cccc12	0%	0%	-1%	?	-246%[inhibitor]	-17%	32	-21%	-6%
CCc1sc(C(=O)Nc2ccc(OC)c(S(=O)(=O)N3CCOCC3)c2)cc1C	-35%	-7%	-1%	7%	-18%	-11%	-25	-1%[9.24 µM]	-8%
COc1ccc2[nH]c(=O)c(CN(CC3CCCO3)C(=S)Nc3cccc(C)c3)cc2c1 (stereo unspecified)	-10%	?	1%	1%	6%	-8%	-15	-12%	-28%
CCOC(=S)SCC(=O)Nc1nc(-c2ccc(Br)cc2)cs1	?	5.8µM*	-31%	8.2µM*	?	6.5µM*	-100*	7.3µM*	5.2µM*
C[C@H]1CN([C@@H](C)CO)C(=O)c2cccc(NS(=O)(=O)c3ccc(Cl)cc3)c2O[C@@H]1CN(C)CC1CCCCC1	5%	?	-3%	-2%	1%	11%	16	18%	7%
CC(C)C1Oc2ccccc2N(CC(=O)N(Cc2ccccn2)CC2CCCO2)C1=O (stereo unspecified)	-4%	0%	10%	-6%	3%	-1%	-6	7%	27%
Cc1cc(C)n(-c2cc(Oc3ccccc3)ncn2)n1	46%[activator]	0%	-8%	1%	0%	14%	-12	21%	16%
COC(=O)C1=CN(C2CC2)C=C(C(=O)OC)C1c1ccc(C(=O)OC)cc1	2%	7.3µM*	-17%	?	4%	7%	26	0%	-27%
CC(C)(C)S(=O)(=O)c1cnc2c(-c3ccsc3)cnn2c1N	14%	-3%	-26%	?	?	-4%	39	-1%	0%
CC(Sc1nc2ccccc2s1)C(=O)c1c(N)n(C)c(=O)n(C)c1=O (stereo unspecified)	·	-2%	0%	1%	-2%	10%	5	10%	0%
CNS(=O)(=O)c1cccc(C(=O)OCC(=O)c2ccc[nH]2)c1	2%	-13%	-33%	3%	-16%	3%	10	8%	0%

Profiles from above. Order of screens: ATXN2 expr inh | KB-V1 MDR tox | WRN helicase inh | MCF10A rerep | SW480 rereplic | HT1080 IDH1KD tx | IL-1B inflam inh | HT1080-NT tox | KB-3-1 tox
Results for `COC(=O)C1=CN(C2CC2)C=C(C(=O)OC)C1c1ccc(C(=O)OC)cc1` : 2% | 7.3µM* | -17% | ? | 4% | 7% | 26 | 0% | -27%
Results for `CCc1sc(C(=O)Nc2ccc(OC)c(S(=O)(=O)N3CCOCC3)c2)cc1C` : -35% | -7% | -1% | 7% | -18% | -11% | -25 | -1%[9.24 µM] | -8%
Results for `CCOC(=S)SCC(=O)Nc1nc(-c2ccc(Br)cc2)cs1` : ? | 5.8µM* | -31% | 8.2µM* | ? | 6.5µM* | -100* | 7.3µM* | 5.2µM*
Results for `CC(Sc1nc2ccccc2s1)C(=O)c1c(N)n(C)c(=O)n(C)c1=O` (stereo unspecified) : · | -2% | 0% | 1% | -2% | 10% | 5 | 10% | 0%
